# Screens deposited in PubChem BioAssay by several laboratories.
# RSV CPE inhibition = RSV antiviral activity via CPE protection, HEp-2 cells, primary 10 µM value included (AID 2391). HEp-2 cells, RSV-induced CPE inhibition; higher % means a stronger effect. CPE inhibition, % at 10 µM, or IC50 in µM where a hit was titrated. actives 0.13% (n = 310,000); in the data active = a potency from the dose series; also: strong numbers were not always called active
# NTR1 ag = NTR1-driven beta-arrestin-GFP spot formation – imaging, U2OS cells, high content, primary screen (AID 493036) | P30989 | activation, % at 20 µM | agonist mode | actives 0.17% (n = 330,000);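 active = activation at or above 40% of the spot to cytoplasm intensity ratio, with at least 20 cells analyzed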;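 also: 0% = DMSO without peptide and 100% = 100 nM NTR1 peptide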
# Target sequence (P30989 whole entry, looked up): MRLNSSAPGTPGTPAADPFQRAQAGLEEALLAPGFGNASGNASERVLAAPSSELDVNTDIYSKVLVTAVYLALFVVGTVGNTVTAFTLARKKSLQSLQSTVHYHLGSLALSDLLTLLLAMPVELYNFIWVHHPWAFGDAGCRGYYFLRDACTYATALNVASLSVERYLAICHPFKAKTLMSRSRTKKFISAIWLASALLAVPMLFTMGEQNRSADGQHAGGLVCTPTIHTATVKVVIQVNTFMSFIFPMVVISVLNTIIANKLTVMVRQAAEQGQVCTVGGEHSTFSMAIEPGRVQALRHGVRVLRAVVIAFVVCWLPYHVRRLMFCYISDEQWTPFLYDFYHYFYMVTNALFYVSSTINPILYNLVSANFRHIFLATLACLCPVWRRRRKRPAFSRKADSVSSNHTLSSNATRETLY
# UTI89 phage lysis = protection from phage-mediated lysis, alamar blue read-out – E. coli UTI89, K1F phage, bacterial capsule biogenesis inhibitors (AID 488966) | E. coli UTI89 K1F phage lysis, alamar blue, 2 h; higher % means a stronger effect | inhibition, % at 100 µM; hits with a dose series show IC50 in µM | actives 0.02% (n = 340,000);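 active = phage lysis inhibition, versus mean bacterial control, above a set limit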;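 also: capsule biogenesis inhibitors block K1F phage lysis so surviving cells raise fluorescence; higher fluorescence means more inhibition of phage lysis; actives were called in the ten point dose series up to 300 µM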
# PhoP inhibition = inhibitors of PhoP regulon expression, primary screen, Salmonella Typhimurium, GFP reporter (AID 1863). S. Typhimurium PhoP-regulated promoter GFP reporter, 4 h; higher % means a stronger effect. inhibition, % at 50 µM; hits with a dose series show IC50 in µM. actives 0.16% (n = 300,000);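 active = inhibition over 29.93%, a cutoff 3 SD above the screen mean, later confirmed by dose response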;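 also: 0% = low Mg2+ inducing control and 100% = high Mg2+ repressing control; strong numbers were not always called active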
# SV40 large T antigen = SV40 large T antigen inhibitors, biochemical (AID 1903); actives 0.39% (n = 310,000); SV40 large T antigen ATPase/helicase inhibition assay; higher % means a stronger effect; inhibition, % at 20 µM, or IC50 in µM where a hit was titrated; in the data active = a potency from the dose series; also: strong numbers were not always called active
# T cell HTS = modulates CD8 T cell binding to vesicles. actives 0.068% (n = 330,000). AID 2052. 2C CD8+ T cell-vesicle binding, flow cytometry; hits give low values. calls only at 7 µM;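 active = response, share of CD8 T cells binding vesicles, and their 90th percentile fluorescence all below set limits, cut at about 80% in these data, passing the limit was not always enough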
#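 Incubation: binding step 1.5 h, 37 °C, antibody labelling 20 min, ice; system: murine 2C transgenic CD8+ T lymphocytes; technique: cytometric PE anti-B7-1 and Alexa647 anti-CD8 signals after 1% paraformaldehyde fixation; also added: QL9-charged Drosophila Ld/ICAM-1/B7-1 vesicles; control set: naked versus QL9-loaded vesicles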
# MgcRacGAP inhibition = MgcRacGAP GTPase-activating activity inhibitors, confirmation, biochemical, ADP Hunter fluorescence; MgcRacGAP-stimulated Rac1 GTP hydrolysis, ADP Hunter fluorescence; higher % means a stronger effect; GST-tagged Rac1 F28L mutant substrate; inhibition, % at 30 µM; hits with a dose series show IC50 in µM; actives 0.6% (n = 340,000);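 active = first-screen hits whose inhibition reached a set limit at any dose in the follow-up dose series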;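 also: fluorescence reports GDP produced by GAP-driven GTP hydrolysis; strong numbers were not always called active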
# Myeloid diff 2 = myeloid differentiation induction; calls only at 10 µM; actives 1% (n = 360,000); ER-HoxA9 myeloid progenitors, lysozyme-GFP differentiation, flow cytometry;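 active = normalized GFP-positive differentiation at or above the plate's own cutoff, the solvent-only control mean plus 3 SD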;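 also: cells exposed to compound for four days before flow analysis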
# TNAP activation fold = human TNAP enzyme activators, primary screen, biochemical, luminescent, no phosphate acceptor, uHTS (AID 1001); purified TNAP, luminescent activation assay, no phosphate acceptor; higher activation fold means a stronger effect; activation fold at 20 µM, or EC50 in µM where a hit was titrated; actives 0.03% (n = 200,000); in the data active = activation fold from about 3, or a potency from the dose series; inactive = the rest, 99 in 100 with activation fold below about 1.6; also: many of its hits are not listed in these tables
# T cell HTS vesicle-bound % = second read-out of T cell HTS, no call of its own (marks repeat the call); double positive events, %; measured here: CD8+ vesicle-bound cell fraction;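 binding gate set so that unloaded-vesicle control wells show 10% double positive cells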
# NTR1 ag cell count 20 µM = recorded beside NTR1 ag, whose call it bears; cell count; measured here: cell count, cytotoxicity flag
# Myeloid diff 2 GFP+ MAC1+ % = recorded beside Myeloid diff 2, whose call it bears; GFP+ MAC1+ double positive, %; measured here: differentiation confirmed by MAC1 staining
# * hit, by the source's call; i = inactive; / = not tested or not shown; [ ] = remark or other dose.
SMILES,RSV CPE inhibition,NTR1 ag,NTR1 ag cell count 20 µM,UTI89 phage lysis,PhoP inhibition,SV40 large T antigen,T cell HTS,T cell HTS vesicle-bound %,MgcRacGAP inhibition,Myeloid diff 2,Myeloid diff 2 GFP+ MAC1+ %,TNAP activation fold
COc1ccc(-n2c(O)c(C(C)=NCCc3c[nH]c4ccccc34)c(=O)[nH]c2=O)cc1,/,0.1,41,/,25%,8%,i,33,/,i,0.6,/
Fc1ccc(Cn2nnnc2CN2CCC(n3nnc4cc(C(F)(F)F)ccc43)CC2)cc1,40%,0.2,47,0.5%,5%,13%,i,39,14%,i,0.4,/
CN(C)/C=C1/C(=O)NC(=O)N(CCNc2ncc(C(F)(F)F)cc2Cl)C1=O,1.3%,-0.3,39,0.6%,-6%,36%,i,40,1%,i,0.3,1
Cc1cc(N2C(=O)C3CCCN3C2c2sccc2C)no1 (stereo not drawn),1.5%,-0.5,103,-0.8%,-7%,14%,i,32,-9%,i,0.7,1.1
CC(=O)c1cccc(OCC(=O)N2CCN(CC(=O)Nc3cccc(F)c3)CC2)c1,0.5%,8.3,68,0.1%[50 µM],/,/,i,47,-7%,i,0.5,/
CN(C)C=C1C(=O)N(C2CCCCC2)C(=O)N(C2CCCCC2)C1=O,13%,2.0,56,0.3%,-13%,22%,i,21,5%,i,0.9,1
COC(=O)C1=C(c2ccc(OC)c(OC)c2)C[C@@H]2CC[C@H]1N2C(=O)NCc1cc(C)oc1C(F)(F)F,-0.2%,1.4,51,-0.9%,/,/,i,22,2%,i,1.2,/
Cc1cccc(NC(=O)N2CC3CC(C2)c2cccc(=O)n2C3)c1 (stereo not drawn),2.4%,0.2,64,1.7%[50 µM],-3%,24%,i,28,4%,i,1.1,/
OCCCCO,0.2%,1.6,62,-0.5%,/,/,i,44,6%,i,1.7,/
Cc1cccc(CN2CCCN(Cc3ccc(Cl)cc3)S2(=O)=O)c1,5.9%,1.1,111,0.1%,-5%,4%,i,65,3%,i,0.3,/
Cc1cc(=O)oc2cc(OCC(=O)N3CCC(C(=O)O)(c4ccccc4)CC3)ccc12,1.5%,-1.4,88,0.7%,4%,10%,i,61,-4%,i,1.2,/
CN1c2ccc([N+](=O)[O-])cc2CC2(C(=O)NC(=O)N(c3ccccc3)C2=O)C1c1ccccc1 (stereo not drawn),9.8%,4.4,58,2.5%,-10%,24%,i,52,5%,i,0.1,0.8
O=C1NC(=O)C(=Cc2cc(Cl)ccc2OCc2ccc(C(=O)O)cc2)C(=O)N1,-0.7%,0.3,43,0.2%,-8%,30%,i,11,39%,i,0.1,1
COc1ccc(/C=C2\C(=N\O)C3CCN2CC3)cc1,5.5%,-1.7,80,2.8%,2%,-6%,i,29,5%,i,0.9,1
CCC1(C)CC(CCNCc2ccc(N(C)C)cc2)(c2ccc(F)cc2)CCO1 (stereo not drawn),-1.2%,2.0,79,0.3%,-8%,18%,i,37,8%,i,0.3,/
COC(=O)C1=C(c2ccccc2OCc2ccccc2)C[C@@H]2CC[C@H]1N2C(=O)NCCN1CCOCC1,-1.1%,-1.7,68,-0.9%,/,/,i,35,5%,i,1.5,/
O=C(NC(Cc1cnc[nH]1)C(=O)O)c1ccccc1 (stereo not drawn),0.8%,0.6,90,0.1%,-1%,0%,i,60,-5%,i,0.9,1.1
COc1ccc(O)c(CN2CCCC(C(=O)c3sccc3C)C2)c1 (stereo not drawn),0.4%,-0.6,51,-0.2%,12%,6%,i,29,8%,i,0.2,1.1
O=c1[nH]c(=S)n(C2CC2)c(O)c1C=NCc1ccc(F)cc1,1.9%,1.5,55,2.5%,9%,12%,i,19,2%,i,0.5,/
CC(Cc1ccccc1)NCCC(=O)NC(C)Cc1ccccc1 (stereo not drawn),-0.2%,-1.1,84,0.3%,-1%,26%,i,56,6%,i,0.5,/
NC(=O)c1cn(C2CCCCC2)c2ccccc2c1=O,0.7%,0.4,99,0.0%,9%,5%,i,32,12%,i,0.7,/
CN(C)CC1CSCCC1(O)c1ccc(Cl)cc1 (stereo not drawn),0.4%,-0.7,76,2.1%,8%,24%,i,47,6%,i,0.2,1
C/C(=N\N1CCCCC1c1cccnc1)c1c(O)n(C2CCCCC2)c(=S)[nH]c1=O (stereo not drawn),0.9%,9.3,59,6.0%,10%,15%,i,47,2%,i,1.1,1
CCOc1cc(C=C2C(=O)NC(=O)NC2=O)ccc1OS(=O)(=O)c1ccccc1,1.6%,1.9,41,4.0%[50 µM],10%,20%,i,44,24%,i,1.4,1.2
COc1ccccc1/C=C1/C(=N/O)C2CCN1CC2,0.2%,-1.2,37,0.5%,0%,9%,i,30,0%,i,0.6,1.1

# The last 2 entries of the part above are carried over, then new ones follow:
SMILES,RSV CPE inhibition,NTR1 ag,NTR1 ag cell count 20 µM,UTI89 phage lysis,PhoP inhibition,SV40 large T antigen,T cell HTS,T cell HTS vesicle-bound %,MgcRacGAP inhibition,Myeloid diff 2,Myeloid diff 2 GFP+ MAC1+ %,TNAP activation fold
CCOc1cc(C=C2C(=O)NC(=O)NC2=O)ccc1OS(=O)(=O)c1ccccc1,1.6%,1.9,41,4.0%[50 µM],10%,20%,i,44,24%,i,1.4,1.2
COc1ccccc1/C=C1/C(=N/O)C2CCN1CC2,0.2%,-1.2,37,0.5%,0%,9%,i,30,0%,i,0.6,1.1
CCN(CC)CCOC(=O)C(O)(c1ccccc1)c1ccccc1,0.0%,-0.2,68,-0.2%,2%,0%,i,65,5%,i,2.5,1.1
Cc1cc(OCc2ccc([N+](=O)[O-])cc2)c2c3c(c(=O)oc2c1)CCCC3,0.8%,2.1,86,1.4%[50 µM],6%,0%,i,11,2%,i,0.0,1
COc1cc(CC2(CCc3ccncc3)C(=O)N(C)C(=O)N(C)C2=O)cc(OC)c1OC,-1.2%,0.1,39,0.9%,4%,5%,i,42,-10%,i,0.5,1.1
CCOc1cccc(CNC2CN3CCC2CC3)c1 (stereo not drawn),-1.2%,-1.0,72,9.8%,-2%,11%,i,30,6%,i,1.1,1.1
CCC(=O)c1cn(Cc2ccc(C#N)cc2)c2ccccc12,0.1%,-0.4,58,0.2%,33%,-3%,i,31,9%,i,1.0,1.1
Oc1cc2c(cc1CN1CCN(c3ccccc3F)CC1)OCO2,0.4%,0.9,53,0.2%,6%,10%,i,46,7%,i,0.0,/
CCCn1c(C(=O)c2ccccc2OC)nc2ccccc21,2.5%,-0.7,69,1.8%,-4%,11%,i,23,2%,i,0.0,1.1
COc1cc2c(C(=O)N3CCN(C)CC3)c(C)n(C)c2cc1Br,1.1%,0.1,43,0.2%,-2%,21%,i,56,17%,i,0.4,1.1
O=c1[nH]c(=O)n(Cc2ccco2)c(O)c1C=NCCCn1ccnc1,0.2%,-1.0,49,0.0%,5%,17%,i,33,10%,i,0.9,1.1
CC1CCCCN1Cc1cccnc1 (stereo not drawn),0.3%,1.8,41,0.0%,-17%,4%,i,49,109µM*,i,0.2,1
COC(=O)C1=C(c2ccc3ccccc3c2)C[C@@H]2CC[C@H]1N2C(=O)N1CCCCC1,4.8%,-0.7,58,-0.7%,/,/,i,35,6%,i,1.0,/
COc1ccccc1CCNCc1cc2c(cc1[N+](=O)[O-])OCO2,-0.7%,6.2,37,1.8%,21%,-1%,i,65,6%,i,0.0,1.1
CC(CO)(CO)N=Cc1c(O)n(-c2cccc3ccccc23)c(=O)[nH]c1=O,2.6%,2.3,92,0.7%,4%,10%,i,40,3%,i,1.5,1.1
COC(=O)C1=C(c2ccc(OC)c(OC)c2)C[C@@H]2CC[C@H]1N2C(=O)NCc1cccc2ccccc12,2.4%,-2.5,42,-0.6%,/,/,i,35,6%,i,0.3,/
CCC(=NC1CC1)c1c(O)n(-c2ccc(OC)cc2)c(=O)[nH]c1=O,4.2%,0.1,57,0.7%,2%,4%,i,41,10%,i,0.9,1
Cc1ccc(OCCSC2=NN2c2cc(C)nc(N)n2)cc1,8.8%,-0.7,34,-1.9%,-5%,3%,i,52,-9%,i,0.4,1.1
Cc1ccsc1C(=O)C1CCCN(Cc2cccn2-c2ccccn2)C1 (stereo not drawn),0.4%,1.7,54,0.4%,3%,18%,i,36,9%,i,0.2,1
COc1ccc(C2NCc3ccc4c(c3-n3cccc32)OCO4)cc1OC (stereo not drawn),2.2%,-0.5,45,-0.2%,6%,10%,i,24,2%,i,1.0,1
CC(=NCCc1ccccc1)c1c(O)n(C)c(=O)n(C)c1=O,0.7%,1.3,42,0.7%,-5%,7%,i,10,4%,i,0.4,/
CCCC(C)C1(CC)C(=O)NC(=Nc2ccc(F)cc2)NC1=O (stereo not drawn),3.4%,1.0,28,0.6%,-4%,11%,i,40,3%,i,0.3,0.9
O=c1c2ccccc2nc(-c2ccco2)n1-c1cccnc1,1.1%,-0.6,59,0.0%,6%,6%,i,48,-6%,i,1.4,1.1
COc1ccc2c(c1)[C@]13CCCCC1C(C2)N(C)CC3 (stereo partly drawn),-1.7%,12,37,-0.1%,/,7%,i,23,1%,i,9.0,/
O=c1[nH]c(=S)[nH]c(O)c1N=Nc1ccc(S(=O)(=O)N2CCc3ccccc32)cc1,6.0%,2.7,79,-0.1%,3%,13%,i,37,10%,i,0.6,0.8
C=CCNC(=O)c1c(N)n(CCN2CCOCC2)c2nc3ccccc3nc12,-0.6%,1.3,50,-0.2%,5%,13%,i,43,8%,i,5.9,1
COc1cc(C2SCC(=O)Nc3c2c(=O)[nH]n3C2CCCCCC2)cc(OC)c1OC (stereo not drawn),1.1%,0.4,90,0.2%,7%,-5%,i,16,12%,i,1.4,1.1
COC(=O)Cn1cc(/C=C2\C(=O)NC(=O)N(c3ccccc3)C2=O)c2ccccc21,1.5%,0.9,56,0.6%,-2%,13%,i,42,7%,i,1.1,/
CC[C@@]1(O)C(=O)OCc2c1cc1n(c2=O)Cc2cc3ccccc3nc2-1,-2.6%,/,/,/,-1%,7%,i,21,/,/,/,/

# Results in Myeloid diff 2 GFP+ MAC1+ %, RSV CPE inhibition and TNAP activation fold, for 3 of the compounds above:
SMILES,Myeloid diff 2 GFP+ MAC1+ %,RSV CPE inhibition,TNAP activation fold
CCC(=NC1CC1)c1c(O)n(-c2ccc(OC)cc2)c(=O)[nH]c1=O,0.9,4.2%,1
Cc1ccc(OCCSC2=NN2c2cc(C)nc(N)n2)cc1,0.4,8.8%,1.1
Cc1ccsc1C(=O)C1CCCN(Cc2cccn2-c2ccccn2)C1 (stereo not drawn),0.2,0.4%,1

# This is a subset; count on the stated rates, not on these rows.
